Source: PubChem BioAssay (several laboratories)
M17LAP inhibition: P. falciparum M17LAP inhibitors, primary screen, biochemical, fluorogenic H-Leu-NHMec substrate, 1536-well (AID 1619); recombinant M17LAP, H-Leu-NHMec fluorogenic kinetic assay; higher % means a stronger effect; one-dose inhibition, % at 30 µM; IC50 in µM for titrated hits; 0.38% of 220,000 active;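 active = compound inhibiting the enzyme by more than half at any dose during confirmatory dose-response retesting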;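 note: plate controls were full reaction with DMSO carrier for no effect and no enzyme background for full effect; strong numbers were not always called active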
Dynein cargo inh: blocks dynein driven cargo transport along microtubules; 3617.4 mouse cells, GR-EGFP nuclear translocation imaging; test concentration mostly 20 µM; stimulated with dexamethasone, 1 µM; hits give low values; z-score, hits read low; 0.47% of 220,000 active; AID 1381;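 active = plate z-score of nuclear minus cytoplasmic receptor signal below a set negative limit, without overly bright fluorescence or cell loss, cut at about -3.5 in these data, passing the limit was not always enough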;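 note: z-score of nuclear minus cytoplasmic ring GR-EGFP intensity difference per well; some compounds called inactive have numbers as strong as hits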
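Buffer or medium: tet-free, stripped-serum medium; reagent: dexamethasone at 1.0 µM final, 30 min; incubation: 48 h induction, 1 h compound, 30 min dex at 37 °C; measured by: formaldehyde fixation, Hoechst nuclear stain, 10x automated fluorescence imaging; read-out: nuclear-to-cytoplasmic GR-EGFP distribution per well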
MT stabilizer: microtubule stabilization, imaging screen; HeLa tubulin immunostaining HCS, 24 h; share of cells brighter than vehicle mean+2SD; % tubulin-high responders, % at 10 µM; 0.83% of 200,000 active;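 active = plate Z-score above 3 for both tubulin-high and condensed-nucleus cell shares, with cell loss under 80%, at 10 µM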;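 note: anti alpha tubulin signal scored within the nucleus-defined area of each cell; some results filed as inactive read as strong as hits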
b-catenin transl: beta-catenin nuclear translocation modulation; HeLa beta-catenin nuclear translocation, immunofluorescence imaging; nuclear translocation activity, % at 5 µM; 0.3% of 190,000 active; AID 1665;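 active = nuclear translocation activity above 50% at 5 µM, with a well cell count of 50 or more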;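 note: per-cell ratio of nuclear to cytoplasmic median beta-catenin stain intensity; plate controls were DMSO negative control for no effect and GSK-3 inhibitor IX positive control for full effect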
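Test system: human HeLa cells, endogenous beta-catenin. Times: 24 h compound exposure, 37°C. Measured by: beta-catenin immunofluorescence imaging with DAPI.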
Insulin prom up: MIN6 insulin promoter up-regulation. 0.3% of 190,000 active. z-score at 5 µM. MIN6 insulin promoter-GFP reporter, high-content imaging; hits give high values;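 active = z-score above 3 at 5 µM with at least 500 cells counted in the well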
CSM14.1 death rescue: protection against thapsigargin-triggered cell killing – 384-well, CSM14.1, ATP luminescence, primary screen (AID 1222); CSM14.1 thapsigargin-induced death rescue, ATP luminescence; higher % means a stronger effect; 190,000 tested, under 10 active; cellular ATP content (survival), % at 20 µM, or EC50 in µM where a hit was titrated;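 active = EC50 below 50 µM in the dose-response confirmation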;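 note: death triggered by thapsigargin at about 15 µM added after 2 h compound pretreatment; cell ATP read after overnight thapsigargin exposure of roughly 18 to 22 hours; normalized against plate controls of thapsigargin alone and 5% DMSO vehicle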
K1F lysis inhibition: inhibition of K1F phage lysis, E. coli UTI89, bacterial capsule biogenesis inhibitors, alamar blue (AID 488966); inhibition, % at 100 µM, or IC50 in µM where a hit was titrated; 0.02% of 340,000 active; E. coli UTI89 K1F phage lysis, alamar blue, 2 h; higher % means a stronger effect;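 active = phage lysis inhibition, versus mean bacterial control, above a set limit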;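 note: capsule biogenesis inhibitors block K1F phage lysis so surviving cells raise fluorescence; higher fluorescence means more inhibition of phage lysis; actives were called in the ten point dose series up to 300 µM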
Autophagy HCS: modulators of autophagy. 0.98% of 190,000 active. MEF GFP-LC3 puncta imaging; test concentration mostly 10 µM. calls only at 10 µM (by protocol);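 active = percentage of spot-positive cells more than 3 SD above its plate mean, without a fluorescence outlier flag or 80% toxicity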;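 note: spot-positive cell cutoff set from DMSO-treated cells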
M1AAP inhibition: P. falciparum M1AAP inhibitors, biochemical, fluorogenic H-Leu-NHMec substrate, 1536-well (AID 1445); recombinant M1AAP, H-Leu-NHMec fluorogenic kinetic assay; higher % means a stronger effect; inhibition, % at 30 µM, or IC50 in µM where a hit was titrated; 0.42% of 220,000 active;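 active = primary inhibition above the hit cutoff, then over 50% inhibition at one or more dose response concentrations, cut at about 23% in these data, passing the limit was not always enough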;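 note: plate controls were DMSO full reaction for no effect and no enzyme background for full effect; strong numbers were not always called active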
Dynein cargo inh cytoplasmic EGFP: further read-out of Dynein cargo inh, marked with its call; z-score; measured here: cytoplasmic GR-EGFP intensity; hits give high values
Dynein cargo inh nuclear GR-EGFP: second read-out of Dynein cargo inh, no call of its own (marks repeat the call); z-score; measured here: nuclear GR-EGFP intensity;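 lower value marks the stronger effect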
Dynein cargo inh cell count: further read-out of Dynein cargo inh, marked with its call; z-score; measured here: cell count per field
Insulin prom up cell count: second read-out of Insulin prom up, no call of its own (marks repeat the call); cell count; measured here: cytotoxicity, nuclei count;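 total cells summed across four imaged fields per well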
b-catenin transl cell count 5 µM: further read-out of b-catenin transl, marked with its call; cell count; measured here: cell count, cytotoxicity flag
MT stabilizer Hoechst-high %: also measured in MT stabilizer; calls as there; % Hoechst-high responders; measured here: nuclear condensation Hoechst responders;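 share of cells brighter than vehicle mean plus two SD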
MT stabilizer cytotoxicity %: second read-out of MT stabilizer, no call of its own (marks repeat the call); toxicity, %; measured here: cytotoxicity by cell density;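 0% = mean cell density of plate MIN control wells and 100% = no cells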
Autophagy HCS cell loss 18 h: further read-out of Autophagy HCS, marked with its call; toxicity, %; measured here: cell loss, nuclei count;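 cell loss after 18 h compound exposure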
* marks the source's active call; other numbers are inactive results; i = inactive; . = no result given; + = active, no number; [ ] = another dose, or the depositor's remark. This is a subset; count on the stated rates, not on these rows.

SMILES	M17LAP inhibition	Dynein cargo inh	Dynein cargo inh cytoplasmic EGFP	Dynein cargo inh nuclear GR-EGFP	Dynein cargo inh cell count	MT stabilizer	MT stabilizer Hoechst-high %	MT stabilizer cytotoxicity %	b-catenin transl	b-catenin transl cell count 5 µM	Insulin prom up	Insulin prom up cell count	CSM14.1 death rescue	K1F lysis inhibition	Autophagy HCS	Autophagy HCS cell loss 18 h	M1AAP inhibition
Cc1ccc(C(=O)n2cc(CCN3CCS(=O)(=O)CC3)c3ccccc32)cc1	1.4%	0.0683	-0.223	-0.677	0.439	3.3	1.2	8.2	.	.	.	.	-2.1%	0.3%	i	-3.4	1.1%
N#Cc1c(/N=C/c2c(O)n(Cc3ccco3)c(=O)[nH]c2=O)sc2c1CCCC2	17.1%	-0.655	-0.358	-0.0591	0.684	7.2	3.6	6.0	.	.	.	.	0.1%	0.9%	i	7.2	14.8%
N#CCCn1cc(C=C2C(=O)NC(=O)NC2=O)c(-c2ccccc2)n1	10.5%	0.118	-0.349	-0.509	-0.702	1.6	1.5	5.0	-0.3	1036	1.05	1348	-1.1%	i	i	36.0	0.7%
O=P(O)(O)C#Cc1ccccc1	15.3%	0.818	-0.117	1.31	-0.642	4.1	2.3	16.1	-5.2	1153	0.28	1262	-0.4%	.	i	-7.3	-0.8%
O=C(C1CCC(=O)N1Cc1ccccc1Cl)N1CCC2(CC1)OCCO2 (stereo not given)	-10.6%	-0.754	0.695	-0.124	1.1	1.2	1.1	8.4	.	.	.	.	-0.3%	4.8%	i	2.9	5.0%
CC/C(=N\Nc1ccccc1)c1c(O)[nH]c(=O)[nH]c1=O	-2.7%	0.36	-0.201	0.16	-0.113	.	.	.	-4.1	1219	0	1402	.	0.2%	.	.	2.7%
O=c1[nH]c(=S)n(Cc2ccc(F)cc2)c(O)c1/C=N/N1CCCCCC1	0.6%	0.282	-0.0604	0.175	-0.342	2.9	2.6	5.7	0.4	1058	-0.65	1388	2.7%	1.9%[50 µM]	i	9.6	10.3%
COP(=O)(OC)C1(Nc2ccc(C)cc2)CCCCC1	1.3%	0.0853	-0.0256	0.274	-0.116	1.7	1.6	6.6	.	.	-0.06	922	0.2%	0.5%	i	4.4	2.4%
CC(C)(C)NCC(O)c1cc(Cl)c(N)c(Cl)c1 (stereo not given)	9.0%	0.696	-0.305	0.546	0.326	2.3	2.1	3.9	-2.6	576	.	.	-2.2%	3.0%	i	7.3	-2.6%
COc1ccc(Cc2nccc3cc(OC)c(OC)cc23)cc1OC	23.6%	0.171	-0.135	0.294	0.876	2.4	3.0	7.3	-1.4	549	.	.	0.3%	1.5%	i	32.9	3.1%
CCS(=O)(=O)N1CCC(C(=O)N2CCC3(CC2)OCCO3)CC1	-11.1%	-0.948	-0.127	-0.321	1.13	5.1	2.7	4.8	-0.8	1069	-0.3	1922	1.8%	-0.1%	i	9.1	3.6%
COc1ccc(CCn2c(O)c(C=NCCCN(C)C)c(=O)[nH]c2=O)cc1OC	8.4%	-0.402	-0.0969	0.014	0.901	3.0	1.9	7.3	.	.	-0.2	1280	.	0.3%	i	2.1	-5.4%
N=C1c2ccccc2CN1NC(=O)c1ccccc1	10.1%	-0.0305	-0.311	-0.233	0.157	2.3	1.9	4.5	0.1	867	.	.	-0.1%	0.2%	i	-6.1	2.3%
Cc1c2ccncc2c(C)c2c1[nH]c1ccccc12	-1.2%	-3.7	22.2	1.14	0.192	53.8	7.2	88.7	-3.0	409	.	.	-0.4%	-2.3%	+	.	6.0%
COC(=O)CN1C(=O)CN=C(c2ccccc2Cl)c2cc(Br)ccc21	-2.6%	0.113	-0.237	0.0633	-0.0685	.	.	.	-4.5	1172	0.39	1491	.	.	.	.	4.2%
COc1ccc(O)c2c(=O)c3c(OC)cc4c(c3oc12)C1C=COC1O4 (stereo not given)	-1.1%	-0.549	-0.246	0.144	0.551	.	.	.	0.8	1247	.	.	.	0.9%	.	.	-1.2%
O=C(CN1CC=C(c2ccccc2)CC1)Nc1cc(Cl)ccc1Cl	-2.5%	-0.496	0.316	-0.415	-0.111	2.2	3.8	6.9	1.9	1160	-0.27	1366	-2.8%	3.0%	i	-7.8	0.2%
COc1cccc(CNCCc2c[nH]c3ccccc23)c1OC	-0.4%	-0.7	-0.322	-0.309	1.01	5.8	2.2	6.6	0.6	1053	-0.26	1263	-4.8%	0.0%	i	27.9	8.9%
O=C(N/N=C/c1c(O)n(CCc2ccccc2)c(=O)[nH]c1=O)c1ccccc1O	17.2%	3.08	-0.217	2.11	-1.83	.	.	.	0.7	1323	.	.	.	0.4%	.	.	30.6%
COc1ccccc1[As](=O)(O)CC(O)COc1ccc(Cl)cc1Cl (stereo not given)	10.3%	-0.907	-0.158	-0.0581	0.721	.	.	.	0.4	1311	0.35	1129	.	.	.	.	5.8%
CC(=O)c1ccc(OC(NC(=O)c2ccco2)C(Cl)(Cl)Cl)cc1 (stereo not given)	21.4%	2.11	-0.205	1.49	-1.4	2.1	1.1	2.3	-3.0	1372	0.03	1571	1.5%	-0.6%	i	-0.5	3.8%
CCc1nc2ccc(Br)cc2c(=O)n1-c1ccccc1C(F)(F)F	.	0.59	-0.208	0.91	0.602	3.7	2.3	12.6	.	.	.	.	.	2.6%	i	4.4	.
Cc1ccc2c(c1)N(CCC(=O)N1CCC3(CC1)OCCO3)C(=O)C(C)O2 (stereo not given)	1.6%	-0.129	-0.214	-0.109	0.183	1.9	1.7	7.6	.	.	.	.	2.0%	-0.2%	i	-4.5	3.6%
CC(C)n1cc(C(=O)N(CC(=O)NC(C)(C)C)Cc2ccccc2)cn1	5.3%	-0.22	-0.262	-0.326	-0.471	3.5	1.9	5.6	-1.7	1275	.	.	1.1%	1.0%	i	-9.7	-4.2%
O=C1NC(=S)N(C2CC2)C(=O)/C1=C/c1ccc2c(c1)CCN2CCCCl	13.9%	-3.32	0.208	-1.25	0.755	7.2	1.4	12.2	-0.4	1120	0.08	1427	-2.8%	2.2%	i	13.4	9.7%
Cc1cc(Cl)ccc1OCC(=O)N1CCN(C)CC1	4.2%	-0.391	-0.207	-0.0741	0.279	1.4	1.9	10.9	0.1	1182	0.39	1139	-0.6%	0.3%	i	2.2	-0.1%
COc1cc2c(cc1OC)C(C(=O)NCCC(C)C)C1CCCCN1C2=O (stereo not given)	-3.2%	-0.264	-0.307	0.486	0.707	4.4	3.2	6.2	-1.5	1028	0.99	1389	-1.5%	0.4%	i	-10.5	3.2%
COc1ccc(-n2c(/C=C3/C(=O)Nc4ccccc43)nc3ccccc3c2=O)cc1	2.7%	-0.402	-0.285	-0.0913	0.602	1.3	1.0	2.4	-1.5	1145	-2.41	1170	-1.0%	-0.2%	i	14.0	-0.6%

Structures from the list above that contain four or more nitrogen atoms:
SMILES	M17LAP inhibition	Dynein cargo inh	Dynein cargo inh cytoplasmic EGFP	Dynein cargo inh nuclear GR-EGFP	Dynein cargo inh cell count	MT stabilizer	MT stabilizer Hoechst-high %	MT stabilizer cytotoxicity %	b-catenin transl	b-catenin transl cell count 5 µM	Insulin prom up	Insulin prom up cell count	CSM14.1 death rescue	K1F lysis inhibition	Autophagy HCS	Autophagy HCS cell loss 18 h	M1AAP inhibition
N#Cc1c(/N=C/c2c(O)n(Cc3ccco3)c(=O)[nH]c2=O)sc2c1CCCC2	17.1%	-0.655	-0.358	-0.0591	0.684	7.2	3.6	6.0	.	.	.	.	0.1%	0.9%	i	7.2	14.8%
N#CCCn1cc(C=C2C(=O)NC(=O)NC2=O)c(-c2ccccc2)n1	10.5%	0.118	-0.349	-0.509	-0.702	1.6	1.5	5.0	-0.3	1036	1.05	1348	-1.1%	i	i	36.0	0.7%
CC/C(=N\Nc1ccccc1)c1c(O)[nH]c(=O)[nH]c1=O	-2.7%	0.36	-0.201	0.16	-0.113	.	.	.	-4.1	1219	0	1402	.	0.2%	.	.	2.7%
O=c1[nH]c(=S)n(Cc2ccc(F)cc2)c(O)c1/C=N/N1CCCCCC1	0.6%	0.282	-0.0604	0.175	-0.342	2.9	2.6	5.7	0.4	1058	-0.65	1388	2.7%	1.9%[50 µM]	i	9.6	10.3%
COc1ccc(CCn2c(O)c(C=NCCCN(C)C)c(=O)[nH]c2=O)cc1OC	8.4%	-0.402	-0.0969	0.014	0.901	3.0	1.9	7.3	.	.	-0.2	1280	.	0.3%	i	2.1	-5.4%
O=C(N/N=C/c1c(O)n(CCc2ccccc2)c(=O)[nH]c1=O)c1ccccc1O	17.2%	3.08	-0.217	2.11	-1.83	.	.	.	0.7	1323	.	.	.	0.4%	.	.	30.6%
CC(C)n1cc(C(=O)N(CC(=O)NC(C)(C)C)Cc2ccccc2)cn1	5.3%	-0.22	-0.262	-0.326	-0.471	3.5	1.9	5.6	-1.7	1275	.	.	1.1%	1.0%	i	-9.7	-4.2%
